GlmU inhibition: inhibition of mycobacterial GlmU enzyme – biochemical, glucosamine-1-phosphate acetyltransferase (AID 1376); M. tuberculosis GlmU acetyltransferase enzyme assay; higher % means a stronger effect; one-dose inhibition, %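 (tested at 30 µM in the primary screen)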; IC50 in µM for titrated hits; 220,000 compounds, 0.25% hits; in the data active = inhibition above about 13%; inconclusive = no clear call, values can overlap the other calls;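 note: 0% = complete reaction with vehicle and 100% = reaction without substrate; strong numbers were not always called active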
RmlCD inh 1536: blocks M. tuberculosis RmlC and RmlD coupled enzymes; P9WH09+P9WH11; inhibition, % at 3.6 µM; RmlC+RmlD coupled enzyme assay, percent inhibition; primary screen in compound mixtures; 160,000 compounds, 0.03% hits; in the data active = inhibition mostly above about 34%, no sharp cut-off; inconclusive = no clear call, values can overlap the other calls; inactive = mostly below about 22%; note: some results filed as inactive read as strong as hits
Target sequence (P9WH09 whole entry, looked up): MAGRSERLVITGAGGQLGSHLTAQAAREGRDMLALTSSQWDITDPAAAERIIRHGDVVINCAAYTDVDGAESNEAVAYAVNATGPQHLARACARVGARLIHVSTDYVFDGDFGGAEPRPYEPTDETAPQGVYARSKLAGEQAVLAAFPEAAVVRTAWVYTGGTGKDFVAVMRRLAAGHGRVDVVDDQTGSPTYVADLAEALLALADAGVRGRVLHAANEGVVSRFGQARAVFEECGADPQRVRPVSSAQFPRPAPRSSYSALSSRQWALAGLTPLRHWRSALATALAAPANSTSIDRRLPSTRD
Target sequence (P9WH11 whole entry, looked up): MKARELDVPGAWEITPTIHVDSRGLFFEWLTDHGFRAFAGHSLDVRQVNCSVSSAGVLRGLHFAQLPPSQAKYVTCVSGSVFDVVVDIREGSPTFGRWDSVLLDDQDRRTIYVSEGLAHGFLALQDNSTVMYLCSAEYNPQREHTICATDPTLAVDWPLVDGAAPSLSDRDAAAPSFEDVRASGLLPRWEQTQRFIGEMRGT
Starred values were filed as active, the others as inactive; u = inconclusive; x = no result given.

Values in the order: GlmU inhibition	RmlCD inh 1536
CCn1cc(NC(=O)Nc2ccc(OC)c(OC)c2)c(C(N)=O)n1
    4.0%	6
Cc1ccc(C(=O)CSc2nnc(Cn3nnc4ccccc43)n2C)cc1
    -3.4%	3
COC(=O)c1ccccc1NC(=O)CSc1nc(O)cc(=O)n1C1CCCC1
    3.8%	2
Cc1cccc(/N=C/c2c(O)n(-c3cc(Cl)ccc3N3CCOCC3)c(=O)c3ccccc23)n1
    -0.1%	x
O=[N+]([O-])c1ccc(-c2ccc(/C=N/c3c(-c4ccco4)nc4ccccn34)o2)c(Cl)c1
    x	5
O=C(Cc1ccccc1)Nc1nc(-c2cccs2)cs1
    -1.0%	x
Cc1cc(CNC(=O)CC2C(=O)NCCN2CC(C)(C)C)nn1C (stereo not drawn)
    -4.7%	x
CCS(=O)(=O)n1nc(-c2cccnc2)nc1NCc1ccc(F)cc1
    -4.5%	x
Cc1nc2sc(C(c3cccc(F)c3)N3CCCC(C)C3)c(O)n2n1 (stereo not drawn)
    0.6%	-9
COc1ccc(Nc2nc(N)nc(CSc3nnc(N)s3)n2)cc1
    3.9%	1
COc1cc(C(c2c(C)[nH]n(-c3ccccc3)c2=O)c2c(C)[nH]n(-c3ccccc3)c2=O)cc(OC)c1OC
    x	-10
N#Cc1ccccc1Cn1cc(C(=O)C2CC2)c2ccccc21
    -1.4%	x
Nc1ncc(Br)cc1S(=O)(=O)NCCC(=O)N1CCN(c2ccccn2)CC1
    -2.0%	x
Cn1nc(OC(=O)Nc2ccccc2)cc1C(F)(F)F
    -2.6%	x
O=C(CC(O)(c1ccccc1)C(F)(F)C(F)F)c1cccs1 (stereo not drawn)
    -3.7%	-6
CCS(=O)(=O)N1CCC(C(=O)NCc2cccc(OC)c2)CC1
    x	-4
O=C(O)COc1ccc(/C=C/c2ccc3cccc([N+](=O)[O-])c3n2)cc1
    4.3%	-5
Cc1ccc(SCC(=O)Nc2ccc(N3CCOCC3)cc2)c(C)c1
    6.1%	0
COc1ccc(/C(O)=C2\C(=O)C(=O)N(CCN(C)C)C2c2cccc(OC)c2OC)cc1 (stereo not drawn)
    1.5%	x
COc1ccc(CCNC(=O)c2cc(-c3ccco3)on2)cc1OC
    6.6%	-6
COc1cc(/C=C/C(=O)OCC(=O)Nc2ccc3c(c2)OCCO3)ccc1OCC#N
    4.7%	-1
Cc1ccc(C2/C(=C(\O)c3cnn(-c4ccccc4)c3C)C(=O)C(=O)N2CCN(C)C)o1 (stereo not drawn)
    -2.8%	4
CCOC(=O)N1CCC(N2CCCC(CO)(Cc3cccc(OC)c3)C2)CC1 (stereo not drawn)
    2.7%	7
COC(=O)c1c(-c2ccsc2)oc2ccc(-c3cc(OC)c(OC)c(OC)c3)cc12
    -6.4%	x
COc1ccc(CCN(C)CCC(=O)Nc2c(C)cc(C)cc2C)cc1OC
    4.9%	36
COc1cc(-c2cc(-c3ccc(F)cc3)nc(N)c2C#N)ccc1O
    3.2%	-4
Cc1cc(C(C#N)c2ccccc2F)n2ncnc2n1 (stereo not drawn)
    7.6%	-4
Cc1cccc(N=C2NC(=O)c3cc([N+](=O)[O-])ccc32)c1
    4.3%	-12
Cc1ccnn1CCSCC(=O)O
    2.6%	-4
O=C(Nc1cccc([N+](=O)[O-])c1)C1CC(=O)N(Cc2ccccc2)C1 (stereo not drawn)
    -1.5%	-4

The final five records of the section before are carried over, then new ones follow.
Values in the order: GlmU inhibition	RmlCD inh 1536
COc1cc(-c2cc(-c3ccc(F)cc3)nc(N)c2C#N)ccc1O
    3.2%	-4
Cc1cc(C(C#N)c2ccccc2F)n2ncnc2n1 (stereo not drawn)
    7.6%	-4
Cc1cccc(N=C2NC(=O)c3cc([N+](=O)[O-])ccc32)c1
    4.3%	-12
Cc1ccnn1CCSCC(=O)O
    2.6%	-4
O=C(Nc1cccc([N+](=O)[O-])c1)C1CC(=O)N(Cc2ccccc2)C1 (stereo not drawn)
    -1.5%	-4
CN(CC(=O)N1CCCCCC1)S(=O)(=O)c1ccc(F)cc1
    2.7%	-1
CCOC(=O)c1c(C)noc1CP(=O)(c1ccccc1)c1ccccc1
    7.9%	7
CCCCCCN(C(=O)CCCCCN1C(=O)NC(c2ccc(-c3ccccc3)cc2)C(C(=O)OCc2ccccc2)=C1C)C(C(=O)NCCCC)c1ccccc1 (stereo not drawn)
    2.2%	5
CCOC(=O)C1CCN(C(=O)COC(=O)c2ccc(Br)o2)CC1
    -2.8%	x
COC(=O)c1ccc([C@H](NC(=O)c2ccco2)[C@]2(C)C[C@H]2C2CCCCC2)cc1
    -5.2%	x
COc1cc2cc(CN(Cc3ccc4c(c3)OCO4)C(=O)c3ccco3)c(=O)[nH]c2cc1OC
    4.0%	x
COc1cccc(C2/C(=C(\O)c3ccc4c(c3)OCO4)C(=O)C(=O)N2CCN(C)C)c1OC (stereo not drawn)
    1.4%	4
Cc1cccc(N2C(=O)NC(=O)/C(=C/c3ccc(-c4ccc(C(=O)O)c(Cl)c4)o3)C2=O)c1
    -1.1%	5
C/C=C/Cn1c(SCc2ccc(Cl)cc2)nc2c1c(=O)[nH]c(=O)n2C
    2.1%	8
NS(=O)(=O)c1ccc(CCNC(=S)Nc2ccc(F)cc2)cc1
    -1.0%	2
Cc1ccc(NC(=O)CC2SC3=NCCCN3C2=O)c(C)c1 (stereo not drawn)
    -1.8%	3
CC(=O)Nc1nc2ccccc2n1Cc1ccccc1
    0.2%	x
Cc1c(NC(=O)c2ccc(N(C)S(=O)(=O)c3ccccc3)cc2)c(=O)n(-c2ccccc2)n1C
    -2.9%	8
C1=CC2CC1CC2CN1CCN(c2ccccc2)CC1 (stereo not drawn)
    -1.8%	x
COc1ccc(NC(=O)C2CCCO2)cc1OC (stereo not drawn)
    -2.8%	x
O=C(c1cccc(C(=O)N2CCN(c3ccccc3)CC2)c1)N1CCN(c2ccccc2)CC1
    -1.8%	x
CCOc1ccc(C(=O)NCC(=O)OCC(=O)N2CCCCC2)cc1
    -1.8%	2
O=C(COc1ccccc1[N+](=O)[O-])NCCC1=CCCCC1
    7.8%	4
CCOC(=O)c1cc(-c2ccco2)nc2c1c(C)nn2CCC#N
    8.5%	14
Cc1cc(C)c2nc(-c3ccccn3)cc(C(=O)NCc3ccc(S(N)(=O)=O)cc3)c2c1
    -0.2%	x
Cc1cc2ncn(/N=C/c3cccnc3)c2cc1C
    -6.0%	x
Cc1ccc(NCN2C(=O)C3CC=CCC3C2=O)cc1 (stereo not drawn)
    4.3%	x
COCC(=O)Nc1ccc([N+](=O)[O-])cc1C
    1.7%	-3
O=c1[nH]c2ccccc2n2c(=S)[nH]nc12
    -0.8%	6
O=C(COC(=O)C1CCN(S(=O)(=O)c2cccc3cccnc23)CC1)c1ccccc1
    5.6%	8
Cc1nc(-c2ccccn2)sc1C(=O)Nc1ccc(F)cc1
    2.5%	19
CCn1c(N2CCC(C)CC2)nc2c1c(=O)n(C)c(=O)n2C
    -3.9%	2
C=CCN(c1ccccc1C(=O)NCC(=O)OCC)S(=O)(=O)c1ccc(C)cc1
    4.3%	-10
CCNC(=O)C(C)Oc1ccc(Cl)cc1Cl (stereo not drawn)
    -4.3%	-2
CC(C)NC(=S)N/N=C/c1cc(Br)ccc1O
    -0.5%	10

Further entries follow.
compound | GlmU inhibition | RmlCD inh 1536
COc1cccc(-n2c(COc3ccccc3C)nnc2SCC(=O)O)c1 | 5.0% | -14
C/C=C/c1ccc(OCCCCOc2c(OC)cccc2OC)c(OC)c1 | 1.0% | x
O=c1nc(NCc2ccccc2Cl)cn[nH]1 | -5.6% | 12
CCN1CCN(C(c2ccccc2)c2nnnn2Cc2ccccc2)CC1 (stereo not drawn) | -0.6% | x
Cc1cccc(C2N(c3ccc(F)cc3)C(=O)C3CCCN32)c1 (stereo not drawn) | 4.7% | x
Cc1cc(C)c(C)c(S(=O)(=O)NCC(=O)Nc2sc3c(c2C(N)=O)CCCC3)c1C | 2.4% | 7
CCn1ccc(C(=O)Oc2ccc(Cl)cc2)n1 | 2.9% | -6
CCN(CC(O)COc1ccc(OCC(O)CN(CC)C2CCCCC2)cc1)C1CCCCC1 (stereo not drawn) | -4.3% | x
Cc1occc1-c1n[nH]c(=S)n1-c1ccccc1 | 13%* | -7
O=C(COC(=O)c1ccccc1NS(=O)(=O)c1ccc(Cl)cc1)NCc1ccccc1 | -2.4% | 28
O=C(NC(c1ccccc1)c1cc(Cl)c2cccnc2c1O)c1cccnc1 (stereo not drawn) | 4.6% | 5
COc1ccc(C(=O)N(Cc2ccco2)Cc2cccs2)c(O)c1 | -0.9% | x
Cc1cc(C)cc(Oc2nn[nH]n2)c1 | 2.8% | 0
Fc1ccc(Nc2ccc(-c3ccc(F)cc3)nn2)cc1 | -1.5% | 2
Cc1ccc(NC(=O)CO/N=C/c2ccccc2C)c(C)c1 | -2.8% | 11
CC(=O)NC(Cc1c[nH]c2ccccc12)C(=O)N1CCc2ccccc2C1 (stereo not drawn) | 0.1% | 0
COC(=O)CC1C(=O)NCCN1C(=S)Nc1ccc(F)cc1 (stereo not drawn) | 0.0% | 6
O=C(CSc1nnnn1C1CCCC1)NCc1ccc2c(c1)OCO2 | -0.6% | 5
CCOC(=O)C1=NN(C(=O)Nc2ccc(OC)cc2)C2C(=O)N(c3cccc(C(F)(F)F)c3)C(=O)C12 (stereo not drawn) | 3.2% | 5
O=C(Nc1ccccc1)Nc1ccccc1Br | 6.9% | -11
CC(C)c1nc(C#N)c(NCCCn2ccnc2)o1 | 2.8% | 9
CCSc1nc2cc(C(=O)OC)ccc2c(=O)n1CC | 6.1% | -4
Cc1cc(NC(=O)Cn2cc([N+](=O)[O-])cn2)no1 | 3.0% | 1
CCCC(=O)N1CCN(c2ccc(NC(=O)c3ccc([N+](=O)[O-])o3)cc2)CC1 | -1.7% | x
CCOc1ccc(-n2c(SCC(=O)Nc3cc(C)on3)nnc2-c2c[nH]c3ccccc23)cc1 | -0.2% | 9
Cc1cc([N+](=O)[O-])cc2ncccc12 | x | -1
CCOc1cc(S(=O)(=O)N(CC)CC)ccc1Cl | -0.2% | 14
Cc1cc(C)nc(SC2c3cccc4cccc(c34)C2NS(=O)(=O)c2ccccc2)n1 (stereo not drawn) | 1.0% | -5
Cc1ccc(-n2c(CNc3ccc(F)cc3)nnc2SCC(N)=O)cc1 | -4.3% | x
Cc1ccccc1NS(=O)(=O)c1ccc(OCCNS(C)(=O)=O)cc1 | 1.7% | 36
CN1CCN(c2ccc(C(CC(N)=O)NC(=O)Cc3ccc(Br)cc3)cc2[N+](=O)[O-])CC1 (stereo not drawn) | 3.0% | -7
O=C(OCC(=O)N1CCCCCC1)c1n[nH]c(=O)c2ccccc12 | 7.1% | -6
CC(C)CC(=O)NC(=S)Nc1ccc(S(=O)(=O)N2CCCC2)cc1 | 1.4% | 19
O=S(=O)(Nc1ccc(-c2nnc(SCc3ccc(Cl)cc3)o2)cc1)c1ccccc1 | -2.7% | 9
CC(=O)Nc1c(C#N)c(C(C)(C)C)cn1C | -6.9% | 2
COc1cc(C2C3C(=O)N(c4ccccc4)C(=O)C3ON2c2ccccc2)cc(OC)c1OC (stereo not drawn) | 2.5% | u
COc1ccc(OC)c(NC(=O)C(CC(=O)O)NCc2ccco2)c1 (stereo not drawn) | 0.1% | -3
O=c1[nH]c(/C=C/c2cccc3ccccc23)nc2ccccc12 | -4.1% | 3
CCNc1ccc(S(=O)(=O)N(C)C)cc1NCC(=O)Nc1ccccc1Br | -0.1% | -1
Cc1cc(NC(=O)c2noc3c2CCCCC3)nn1Cc1ccc(Cl)cc1 | -0.2% | 14
CCOC(=O)c1sc2nc(NC(=O)C(C)(C)C)sc2c1C | x | 1
CCN1CNC(=S)N(Cc2ccccc2)C1 | 3.9% | x
CC(NC(=O)c1ccccc1)c1nc2ccccc2n1Cc1ccc(C#N)cc1 (stereo not drawn) | 2.6% | u
O=C(CCc1nnc(C2CCCCC2)o1)NCc1cccc(-n2cccn2)c1 | 1.1% | -12
CCOc1ccc(Oc2nc(NCC(C)C)nc(OC)n2)nn1 | 2.0% | 6
COc1ccc(Nc2nc3[nH]c(=O)cc(O)c3s2)cc1 | -1.9% | 5
CCOC(=O)c1[nH]c2ccc(F)cc2c1NC(=O)c1cc(OC)c(OC)c(OC)c1 | -0.3% | -6
Cc1oc(/N=C/c2cccc3ccccc23)c(C#N)c1C | 0.1% | 13
CC(C)CN(CC(C)C)S(=O)(=O)N1CCC(C(=O)N2CCc3ccccc3C2)CC1 | 3.5% | -10
Cc1cc2cc(CNC(=O)C(C)Oc3ccccc3)ccc2n1C (stereo not drawn) | -3.1% | -8
CN(Cc1ccccc1)C(=O)c1ccccc1-c1ccccc1 | 4.7% | -7
Cc1cc(C(=O)COC(=O)Cn2c(C(F)(F)F)nc3ccccc32)c(C)n1Cc1ccco1 | 1.3% | x
NC(=O)NC(=O)COC(=O)[C@H](Cc1ccccc1)NC(=O)c1cccs1 | 3.2% | 9

Among those listed so far, five contain a COOH group.
compound | GlmU inhibition | RmlCD inh 1536
O=C(O)COc1ccc(/C=C/c2ccc3cccc([N+](=O)[O-])c3n2)cc1 | 4.3% | -5
Cc1ccnn1CCSCC(=O)O | 2.6% | -4
Cc1cccc(N2C(=O)NC(=O)/C(=C/c3ccc(-c4ccc(C(=O)O)c(Cl)c4)o3)C2=O)c1 | -1.1% | 5
COc1cccc(-n2c(COc3ccccc3C)nnc2SCC(=O)O)c1 | 5.0% | -14
COc1ccc(OC)c(NC(=O)C(CC(=O)O)NCc2ccco2)c1 (stereo not drawn) | 0.1% | -3

Only part of the results is shown; rates above refer to the full screens.
